CSN inh: inhibitors of human CSN-mediated cullin deneddylation; Q92905; Purified CSN, SCF-Nedd8-OG deneddylation, fluorescence polarization; inhibition, % at 12.5 µM; hit rate 0.38% among 360,000; AID 651999;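 active = pattern-corrected inhibition above about 35%, with an unprinted fluorescence ratio check between 0.5 and 1.5, limit read from the data, passing the limit was not always enough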;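 note: 0% = enzyme with substrate and 100% = substrate without enzyme; some results filed as inactive read as strong as hits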
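Material: human Csn5 produced in HEK293T cells; Input: enzyme 0.24 nM; Reagent: SCFSkp2-Nedd8OG substrate at 10 nM final; Dosing: 12.5 µM compound; Incubation: 90 min reaction at room temperature; Detection: fluorescence polarization of the substrate; Evaluation: % inhibition of substrate cleavage by Csn5; Control set: substrate-only high control, full reaction low control.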
Rpn11 block: inhibitors of human proteasome Rpn11 | human 26S proteasome, Ub4-pepOG fluorescence polarization; 20S core pre-blocked with epoxomicin | O00487 | hit rate 0.59% among 360,000 | calls only at 20 µM;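 active = inhibition at 20 µM, scaled to each plate's controls, above about 33%, limit read from the data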
Scp1 inh: inhibitors of human Scp-1 phosphatase | Q9GZU7 | Recombinant Scp1, phosphopeptide, malachite green phosphate absorbance | inhibition, % at 20 µM | hit rate 0.88% among 340,000 | AID 493091;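 active = inhibition above about 50% at 20 µM, limit read from the data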;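 note: plate controls were DMSO wells with enzyme for no effect and wells lacking enzyme for full effect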
Target sequence (Q9GZU7 76-261 limits assumed): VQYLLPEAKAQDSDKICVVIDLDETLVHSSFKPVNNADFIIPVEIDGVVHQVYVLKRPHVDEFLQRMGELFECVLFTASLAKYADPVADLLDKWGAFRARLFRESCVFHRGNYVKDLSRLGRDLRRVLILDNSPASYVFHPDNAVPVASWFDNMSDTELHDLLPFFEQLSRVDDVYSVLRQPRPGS
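System: truncated SCP-1 phosphatase (76-261aa); medium: Tris acetate buffer pH 5.5 with MgCl2 and Tween-20; incubation: 45 min room-temperature reaction, 5 min colour, 30 min stabiliser; compound: single 20 µM dose, 1% DMSO; reagent: Phosphorylated 17-residue peptide substrate; read-out: % inhibition at 20 µM; technique: colorimetric free-phosphate detection, absorbance 630 nm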
NadD inh: blocks S. aureus nicotinate mononucleotide adenylyltransferase | purified NadD enzyme, colorimetric absorbance read-out | AID 602399 | hit rate 0.78% among 360,000 | inhibition, % at 20 µM; in the data active = inhibition above about 26%; note: some compounds past the cut are filed as inactive
MLLE-PAM2 inh: inhibitors of microRNA-mediated deadenylation, human PABP1 MLLE binding. P11940. GST-MLLE / FITC-PAM2 fluorescence polarization. inhibition, % at 20 µM. hit rate 0.36% among 360,000; in the data active = inhibition above about 35%, passing the limit was not always enough;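 note: plate controls were DMSO wells with GST-MLLE for no effect and wells lacking GST-MLLE protein for full effect; some results filed as inactive read as strong as hits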
LMPTP block: LMPTP (human) inhibition | inhibition, % at 20 µM | hit rate 0.22% among 360,000 | P24666 | recombinant LMPTP-A, OMFP fluorogenic substrate, fluorescence intensity;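 active = compounds that cut the enzyme signal by at least half of the control window in the single-dose screen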;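 note: plate controls were DMSO wells with enzyme plus substrate for no effect and substrate without enzyme for full effect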
Target sequence (P24666 whole entry, looked up): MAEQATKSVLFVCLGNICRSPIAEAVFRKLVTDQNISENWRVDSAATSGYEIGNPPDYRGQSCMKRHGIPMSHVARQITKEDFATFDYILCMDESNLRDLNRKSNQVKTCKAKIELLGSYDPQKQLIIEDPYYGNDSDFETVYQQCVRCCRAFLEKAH
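Assay system: LMPTP-A enzyme. Input: 0.625 nM LMPTP-A final. Probe or stimulus: 400 µM OMFP. Compound dosing: single 20 µM dose. Schedule: 50 min dark incubation at room temperature. Detection: fluorescence intensity of OMFP turnover product. Read-out: percent inhibition versus substrate-only and uninhibited controls. Benchmarks: no-enzyme low control, uninhibited high control.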
Tb MetRS inh: Trypanosoma brucei MetRS inhibition; purified T. brucei MetRS, ATP depletion, Kinase-Glo luminescence; inhibition, % at 11.9 µM; hit rate 0.4% among 360,000;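 active = inhibition above a per-plate cutoff of the control wells' mean inhibition plus 3 SD, cut at about 5.5% in these data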;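 note: 0% = DMSO wells median and 100% = median of wells with control inhibitor compound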
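Test system: purified T. brucei MetRS enzyme. Also added: ATP, methionine and E. coli bulk tRNA substrates. Compound: 11.9 µM single point. Schedule: 15 min enzyme-compound preincubation, 2 h reaction, 10 min detection, 25 °C. Signal: luciferase luminescence of residual ATP, Kinase-Glo. Evaluation: percent inhibition versus plate control medians. Controls: DMSO wells, low control.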
DNMT1 block: inhibitors of human DNMT1; P26358; DNMT1 molecular beacon, Hinp1I cleavage, fluorescence; inhibition (reported as % activation of signal), % at 10 µM; hit rate 0.83% among 360,000; in the data active = inhibition above about 50%
STEP inh: STEP (human) phosphatase inhibition; P54829; recombinant STEP, OMFP fluorogenic substrate, fluorescence; inhibition, % at 20 µM; hit rate 0.25% among 360,000;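 active = inhibition at 20 µM, scaled per plate between control wells, above about 37%, limit read from the data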;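 note: 0% = DMSO with enzyme and substrate and 100% = substrate only without enzyme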
Target sequence (P54829 whole entry, looked up): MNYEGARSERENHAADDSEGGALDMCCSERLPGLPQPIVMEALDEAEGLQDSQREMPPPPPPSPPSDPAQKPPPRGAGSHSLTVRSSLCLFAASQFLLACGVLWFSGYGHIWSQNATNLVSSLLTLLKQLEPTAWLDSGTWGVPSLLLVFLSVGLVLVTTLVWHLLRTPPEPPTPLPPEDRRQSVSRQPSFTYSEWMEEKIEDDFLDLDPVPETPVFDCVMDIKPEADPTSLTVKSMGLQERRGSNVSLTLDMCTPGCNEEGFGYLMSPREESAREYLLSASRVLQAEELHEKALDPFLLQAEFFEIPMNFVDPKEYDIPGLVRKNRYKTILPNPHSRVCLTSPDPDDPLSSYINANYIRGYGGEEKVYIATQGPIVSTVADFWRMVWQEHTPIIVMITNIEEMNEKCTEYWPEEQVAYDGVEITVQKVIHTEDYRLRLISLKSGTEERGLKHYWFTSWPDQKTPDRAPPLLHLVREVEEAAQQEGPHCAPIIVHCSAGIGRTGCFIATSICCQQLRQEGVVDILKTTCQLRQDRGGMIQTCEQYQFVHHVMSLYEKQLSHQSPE
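material = STEP tyrosine phosphatase | reagent = fluorogenic phosphatase substrate OMFP at 25 µM final | doses = single compound dose of 20 µM, 1% DMSO final | schedule = 20 min reaction, room temperature, in the dark | measured by = fluorescence, 480/540 nm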
SUMO1-SIM PPI: SUMO1-SIM interaction modulation | P63165 | SUMO1 binding to a labelled peptide, TR-FRET, 1 h | inhibition, % at 20 µM | hit rate 0.33% among 360,000; in the data active = inhibition above about 37%
Target sequence (P63165 whole entry, looked up): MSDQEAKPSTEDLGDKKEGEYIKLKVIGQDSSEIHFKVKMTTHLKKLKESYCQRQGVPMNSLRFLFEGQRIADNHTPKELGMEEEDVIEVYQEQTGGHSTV
Starred values were filed as active, the others as inactive; i = inactive; x = no result given. Compounds as they come; any-hit rate near 3.6%.

SMILES | CSN inh | Rpn11 block | Scp1 inh | NadD inh | MLLE-PAM2 inh | LMPTP block | Tb MetRS inh | DNMT1 block | STEP inh | SUMO1-SIM PPI
Cc1ccc(N(C(=O)c2csnn2)C(C(=O)NC2CCCCC2)c2ccccn2)c(C)c1 (stereo not drawn) | 0 | i | -10 | 2 | -3 | -1.8 | 0.2 | 1 | 0 | 6
O=C(O)/C=C\C(=O)Nc1ccccc1C(=O)NC1CCCCC1 | -10 | i | 5 | 2 | 15 | -0.7 | -0.3 | 3 | -2 | -4
CCCSc1nc2[nH]ncc2c(=O)[nH]1 | 1 | i | -1 | 1 | 5 | -0.5 | 0.1 | -1 | -2 | 2
COc1ccc(S(=O)(=O)N2CCCCCC2)cc1C(=O)N(C)Cc1ccco1 | -8 | i | -2 | 1 | 9 | -0.3 | -0.2 | 0 | 0 | -1
C#CCOc1ccc(C2C3=C(CCCC3=O)N(CC(=O)O)C3=C2C(=O)CCC3)cc1Br | 2 | i | -3 | -3 | 21 | 1.5 | 2.6 | -3 | 0 | 9
COC(=O)c1ccc(C(=O)Nc2cc(Cl)ccc2Cl)cc1NC(=O)c1ccc(N(C)C)cc1 | -2 | i | 1 | -3 | -2 | 1.4 | -0.7 | 38 | -4 | -2
CN1CCN(c2ccc(CNC(=O)C3(C)Cc4c(-c5ccc6c(c5)OCO6)ccnc4O3)cc2)CC1 (stereo not drawn) | 2 | i | x | -4 | -13 | 2.5 | -0.2 | -2 | -1 | 12
O=C1c2ccccc2C(Nc2ccc(S(=O)(=O)N3CCCCC3)cc2)N1c1ccccn1 (stereo not drawn) | -4 | i | -3 | 8 | -4 | 0.9 | -0.5 | -9 | 6 | 1
CC(C)(C)OC(=O)[C@H](Cc1ccccc1)NC(=O)c1[nH]cnc1C(=O)Nc1ccccc1F | 0 | i | x | 2 | 5 | 3.3 | -0.9 | -18 | -3 | 6
O=C(Nc1ccc2c(c1)OCO2)N1CCCC1 | 2 | i | -5 | -4 | 0 | -1.1 | -0.7 | 0 | 0 | -2
COCCCn1c(SC(C)C(=O)NC2CC2)nc2ccccc2c1=O (stereo not drawn) | -2 | i | 1 | 0 | 8 | 1.0 | -0.7 | 1 | -1 | 3
Cc1ccccc1OCC(O)CN1CCC(C)CC1 (stereo not drawn) | 1 | i | -5 | 0 | -3 | -1.0 | -0.2 | 0 | 1 | 17
COc1ccc(OCCN2CCN(S(=O)(=O)c3ccccc3C#N)CC2)cc1 | -11 | i | 3 | -1 | 12 | -0.4 | -0.3 | 0 | -1 | 2
Cc1nnc(-c2ccc(Oc3ccc(Cl)cc3)c([N+](=O)[O-])c2)o1 | -19 | i | -2 | -4 | -9 | 0.2 | -0.4 | 1 | 2 | -22
COC(=O)c1sccc1NC(=O)Cn1cnc2c1c(=O)n(C)c(=O)n2C | 1 | i | 7 | 0 | -5 | -1.3 | -0.3 | 0 | -1 | 0
CC1(c2ccccc2Cl)NC(=O)N(CC(=O)Nc2ccc(N3CCCCC3)cc2)C1=O (stereo not drawn) | 5 | i | -8 | -1 | 4 | -2.3 | -0.1 | -2 | 0 | -3
COc1ccc(N2CCN(C(=O)CN3C(=O)NC(C)(c4ccc5ccccc5c4)C3=O)CC2)cc1 (stereo not drawn) | -1 | i | 3 | 9 | -4 | 1.0 | -0.2 | -5 | 0 | -1
O=C(O)CCC1(C(=O)O)OCCc2ccccc21 (stereo not drawn) | 2 | i | 10 | 5 | 6 | 0.0 | -0.7 | -2 | -1 | 2
COCCN(Cc1cc2cc(C)c(C)cc2nc1Cl)C(=O)Nc1ccccc1 | -2 | i | 3 | -3 | -21 | 0.3 | -1.4 | 11 | 1 | -8
O=Cc1ccc(OCc2ccc3c(c2)OCO3)cc1 | 3 | i | -4 | -3 | 7 | 0.3 | -0.1 | -1 | 0 | 2
O=C(O)CSCC(=O)NCc1cccc(C(F)(F)F)c1 | -3 | i | 1 | 1 | 6 | -1.5 | -1.1 | 0 | -4 | 2
Cc1cccc(C(=O)Nc2cc(NC(=O)c3cccs3)ccc2C)c1 | -5 | i | -12 | 0 | 0 | 0.8 | 0.1 | -2 | 0 | -5
Fc1ccc(CN2CCN(C(c3ccccc3)c3ccccc3)CC2)cc1 | -4 | i | -6 | -5 | 0 | 0.5 | -1.0 | 5 | -1 | 1
CCCCCc1ccc(-c2cn(Cc3ccc(C)cc3)nn2)cc1 | -3 | i | -5 | 6 | 4 | 0.4 | -0.4 | 11 | 0 | 0
CC(=O)c1ccc(N2CCN(C(=O)c3cc(-c4cccnc4)nc4ccc(Br)cc34)CC2)cc1 | -5 | i | -1 | 8 | 0 | 2.0 | 0.1 | -3 | -1 | 15

Looked up one by one from the list above, 3 records:
SMILES | CSN inh | Rpn11 block | Scp1 inh | NadD inh | MLLE-PAM2 inh | LMPTP block | Tb MetRS inh | DNMT1 block | STEP inh | SUMO1-SIM PPI
O=C(O)CCC1(C(=O)O)OCCc2ccccc21 (stereo not drawn) | 2 | i | 10 | 5 | 6 | 0.0 | -0.7 | -2 | -1 | 2
Cc1cccc(C(=O)Nc2cc(NC(=O)c3cccs3)ccc2C)c1 | -5 | i | -12 | 0 | 0 | 0.8 | 0.1 | -2 | 0 | -5
CN1CCN(c2ccc(CNC(=O)C3(C)Cc4c(-c5ccc6c(c5)OCO6)ccnc4O3)cc2)CC1 (stereo not drawn) | 2 | i | x | -4 | -13 | 2.5 | -0.2 | -2 | -1 | 12

Following part
SMILES | CSN inh | Rpn11 block | Scp1 inh | NadD inh | MLLE-PAM2 inh | LMPTP block | Tb MetRS inh | DNMT1 block | STEP inh | SUMO1-SIM PPI
CC(C)(C)NC(=O)C1CCN(C(=O)c2ccco2)CC1 | 4 | i | -3 | -10 | -5 | 0.0 | -0.4 | 0 | -3 | -1
Cn1c(Cn2c(=O)sc3ccccc32)nnc1SCC(=O)N1CCc2ccccc21 | 3 | i | -1 | 3 | -11 | 0.1 | 0.3 | 0 | 3 | 3
CCN(CC)S(=O)(=O)c1ccc(N/N=C/c2ccc(O)cc2O)nc1 | -16 | i | -8 | -1 | 5 | 0.8 | 1.3 | -4 | -1 | 10
Cc1ccc(C)c(OC(=O)c2cccc(S(=O)(=O)N3CCN(C)CC3)c2)c1 | -3 | i | 11 | 3 | -98 | -0.5 | -0.4 | -3 | -1 | 13
COc1ccc(-c2cc(C(=O)Nc3ccccc3SC)no2)cc1OC | 5 | i | -4 | -12 | 11 | 0.0 | 0.0 | -1 | -2 | -4
CCOC(=O)[C@]12CCCC=C1N(CCC1=CCCCC1)C(=O)[C@H](CC(=O)NCc1cccs1)C2 | 1 | x | x | x | x | 1.0 | -0.3 | x | x | 1
Cc1ccc(F)cc1NC(=O)Nc1cc(C(C)(C)C)nn1C | 1 | i | -3 | 2 | 0 | 1.1 | 0.1 | 1 | -2 | 2
Cc1ccc2ncc([N+](=O)[O-])n2c1 | -5 | i | -3 | -8 | 8 | -1.0 | 0.1 | 9 | 0 | -27
COc1ccc(/C=C2/C(=O)OCc3cc(OC)c(OC)cc32)cc1 | -3 | i | -18 | -9 | 3 | 0.3 | 0.8 | 0 | 3 | -13
COc1ccc([C@H]2C[C@@H](n3cc(C4CC4)nn3)[C@H](O)CN2Cc2cccs2)cc1 | 2 | i | x | 7 | -12 | -0.8 | -0.7 | 1 | -1 | 3
COc1ccc2nc(N3CCN(C(=O)C4COc5ccccc5O4)CC3)sc2c1 (stereo not drawn) | -5 | i | 10 | 2 | 12 | -0.3 | -0.9 | 5 | -2 | 3
C=C(C)COc1ccc2c(CC)cc(=O)oc2c1 | 1 | i | -1 | 0 | 5 | 0.2 | -0.3 | 1 | 118* | 0
COC(=O)c1ccc(NC2=CC(=O)CC(C)(C)C2)cc1 | 1 | i | -3 | 3 | -1 | 0.7 | 0.6 | -3 | 1 | -1
CCOP(=O)(OCC)C(NC(=O)Nc1cccc(Cl)c1)C(N)=O (stereo not drawn) | 5 | i | 9 | 1 | 3 | -0.9 | -0.9 | 2 | -1 | 0
COC(=O)CN(c1ccc(OC)cc1)S(=O)(=O)c1c(C)noc1C | 0 | i | 14 | -6 | 8 | -1.2 | -0.3 | 25 | 2 | 2
O=C1CSC2(CCCCC2)N1CCO | -3 | i | -3 | -4 | 35 | -0.9 | 0.2 | 0 | 0 | 0
CCOC(=O)CSc1nc2c(c(=O)[nH]1)C(C)(CC)Cc1ccccc1-2 (stereo not drawn) | 0 | i | -12 | -3 | -2 | 1.6 | -0.7 | -2 | 0 | 6
Cc1cccc(OCC(=O)N/N=C/CC(C)c2ccccc2)c1C (stereo not drawn) | -2 | i | -3 | 4 | 1 | -0.7 | -0.8 | -3 | -3 | -3
O=C1CN(CC(=O)Nc2ccc(SC(F)F)cc2)CCN1 | 1 | i | -4 | 0 | 15 | -1.1 | -0.7 | 4 | -1 | -2
COC(=O)c1cccc(Oc2nc3c(c(=O)n(C)c(=O)n3C)n2C(C)C)c1 | 5 | i | -3 | -5 | 5 | -0.4 | -0.6 | 0 | 0 | 2
CC(C)CCNC(=O)c1ccc2c(c1)ncn2C1CCCC1 | -3 | i | 0 | -1 | -9 | -1.9 | -1.2 | 1 | 0 | -1
C[C@@H]1NC(=O)OC1c1ccco1 (stereo partly drawn) | -1 | i | -6 | -5 | -4 | -1.4 | -0.1 | 6 | -2 | -7
Cc1cccc(OCCn2c(=S)[nH]c3ccccc32)c1 | 0 | i | -2 | 9 | -31 | 2.2 | 0.1 | -6 | 0 | 4
COc1ccccc1/C=C1/C(=O)N(c2ccccc2)N=C1C | -3 | i | 4 | 0 | 18 | 3.6 | -0.6 | -10 | 0 | 2
CCCCN(CC)CCNC(=O)c1cn(CCOC)c(=O)c2c1c1ccccc1n2C | -1 | i | -8 | -3 | -9 | -1.9 | -0.8 | 1 | 0 | 0
COc1ccc(-c2cc(C(=O)N3CCOCC3)no2)cc1OC | 1 | i | -1 | 5 | -2 | -0.4 | -1.6 | 1 | 0 | 3
CCC(=O)c1ccccc1OCCN1CCN(Cc2ccccc2)CC1 | 3 | i | -3 | -10 | 16 | -1.1 | 0.7 | 4 | 3 | 1
CCOC(=O)NC(=O)CSc1nnnn1-c1ccc(C)cc1 | 0 | i | 1 | -2 | 3 | -2.2 | -0.2 | 0 | -2 | 3
Cc1cccc(NC(=S)N2CCC(c3nc4ccccc4o3)CC2)c1 | 0 | i | 11 | 1 | -100 | 2.5 | 0.4 | 1 | 5 | 4

Assay outcomes as filed in PubChem BioAssay.
